LGR2 inh: Drosophila LGR2 receptor signaling inhibition; inhibition, % at 9.99 µM; AID 720647; hit rate 0.35% among 380,000; HEK293 LGR2, CRE-luciferase, bursicon-stimulated, 4 h;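 active = drop in luminescence signal, shown as inhibition above about 50% in the replicate tests, limit read from the data, passing the limit was not always enough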;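 also: agonist challenge used bursicon conditioned medium at about half maximal strength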
SIRT5 inh: blocks human SIRT5 desuccinylation of peptide. inhibition, % at 15 µM. Purified SirT5, succinyl-peptide AMC, trypsin-coupled fluorescence. Q9NXA8. hit rate 1.1% among 330,000; in the data active = inhibition above about 15%
Target sequence (Q9NXA8 whole entry, looked up): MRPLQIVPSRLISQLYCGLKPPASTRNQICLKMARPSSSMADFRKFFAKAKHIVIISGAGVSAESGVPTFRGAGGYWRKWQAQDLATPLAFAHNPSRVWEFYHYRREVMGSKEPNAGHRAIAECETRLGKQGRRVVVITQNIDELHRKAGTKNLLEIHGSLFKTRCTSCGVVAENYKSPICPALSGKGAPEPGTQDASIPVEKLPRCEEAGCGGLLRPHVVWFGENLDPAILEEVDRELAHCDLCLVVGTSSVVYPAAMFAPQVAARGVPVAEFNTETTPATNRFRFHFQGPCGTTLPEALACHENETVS
esBAF inh: inhibitors of esBAF chromatin remodeling in mouse ES cells. Bmi1-luciferase knock-in reporter, 24 h; 100% = twice the neutral-well signal. reporter increase, % at 12.5 µM. hit rate 2% among 350,000. AID 602393; in the data active = activation above about 40%;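 also: 0% = median of the plate's neutral control wells and 100% = double that signal; a rise in the Bmi1 reporter signal indicates esBAF inhibition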
S100A4 inh HTS: inhibitors of human S100A4 binding to myosin IIA peptide; hit rate 0.14% among 360,000; AID 652163; P26447; inhibition, % at 10.7 µM; S100A4/TAMRA-MyoIIA peptide fluorescence polarization;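 active = mean inhibition of at least 70% across replicates, with every replicate also reaching that level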
Target sequence (P26447 whole entry, looked up): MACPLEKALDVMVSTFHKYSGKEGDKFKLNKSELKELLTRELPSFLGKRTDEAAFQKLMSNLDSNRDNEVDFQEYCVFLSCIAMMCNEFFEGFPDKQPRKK
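Compound dosing: one dose per compound; test system: human S100A4 monomer with TAMRA-labelled myosin IIA peptide; probe or stimulus: TAMRA-labelled myosin IIA heavy-chain peptide probe, 5 nM; medium: HEPES buffer with Ca2+, pH 7.2; schedule: 5 min incubation before reading; benchmarks: neutral control DMSO, positive control TFP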
CASP6 VEID inh: caspase-6 (human) enzyme inhibition; purified caspase-6, Z-VEID-R110 cleavage fluorescence; AID 686996; inhibition, % at 12.5 µM; hit rate 0.53% among 350,000; P55212;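 active = mean inhibition across replicates at least about 35%, with every replicate also reaching that limit, limit read from the data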;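 also: 0% = median of neutral control wells and 100% = no fluorescence left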
Target sequence (P55212 24-179 limits assumed): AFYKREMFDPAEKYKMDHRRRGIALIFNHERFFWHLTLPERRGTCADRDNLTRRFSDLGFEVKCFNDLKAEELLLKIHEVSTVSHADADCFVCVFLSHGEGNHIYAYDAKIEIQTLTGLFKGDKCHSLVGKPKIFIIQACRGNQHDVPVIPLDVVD
Target sequence (P55212 194-293 limits assumed): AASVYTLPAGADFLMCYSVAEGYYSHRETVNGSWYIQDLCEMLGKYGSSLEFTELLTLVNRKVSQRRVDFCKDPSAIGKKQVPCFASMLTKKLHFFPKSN
C2C12 statin: suppression of simvastatin myotoxicity. C2C12 myotubes + simvastatin, ATP luminescence, 48 h; scaled: DMSO 0, geranylgeraniol control 100. rescue of ATP level, % at 7.49 µM. hit rate 0.78% among 330,000;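 active = mean ATP rescue above about 67%, or every replicate alone reaching that limit, limit read from the data, passing the limit was not always enough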;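 also: myotubes were challenged with 10 µM simvastatin during compound exposure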
FN deposition inh: fibronectin deposition inhibition; hit rate 0.086% among 350,000; inhibition, % at 12.6 µM; AID 743247; AH1F fibroblasts, Alexa488-fibronectin deposition fluorescence, overnight;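 active = mean inhibition across replicates of 30% or more, regardless of how many single replicates reach that level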;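 also: positive control wells lacked labelled fibronectin entirely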
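Assay system: AH1F fibroblast monolayer, labelled fibronectin deposition. Amount: 10000 cells per well. Also added: labelled fibronectin 24 nM. Compound: single-point pinned compound. Incubation: cell attachment 1 h, compound and FN exposure overnight. Detection: fluorescence after three HBSS washes, excitation 485 nm, emission 525 nm. Read-out: inhibition of fibronectin deposition signal.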
Active calls of the source: *; · = not tested or not shown; & = joins results of further samples; ! = a repeat was not active.

SMILES	LGR2 inh	SIRT5 inh	esBAF inh	S100A4 inh HTS	CASP6 VEID inh	C2C12 statin	FN deposition inh
C=Cc1ccc(Cn2nc(-c3ccccc3)ccc2=O)cc1	-9.5	-2.9	1.8	-1.4	3.9	14.4	4.7
CCCCN1C(=O)C(CC(=O)NCC2CCCCC2)CC(C(=O)N2CCOCC2)=C1C (configuration not stated)	-0.4	0.8	0.0	-3.2	-4.2	2.5	-4.9
CN(C(=O)c1cccc(NC(=O)Cc2ccc(NC(=O)C3CCN(C(=O)C4CCCC4)CC3)cc2)c1)C1CCCCC1	15.3	1.1	9.7	-3.4	1.5	-12.3	15.0
O=C(NCC(c1ccco1)N1CCN(c2ccc(F)cc2)CC1)C1CCCCC1 (configuration not stated)	12.1	0.7	-5.5	-1.5	0.7	0.2	-12.8
COc1ccc(NC(=O)CNC(=O)c2ccc([N+](=O)[O-])cc2)cc1	9.5	-4.3	·	19.4	0.8	·	1.0
Cc1cc(C)n(/N=C/c2cc(Cl)cc(Cl)c2O)c(=O)c1	29.3	-1.7	·	-1.3	3.0	·	5.1
CCOC(=O)/C(C#N)=N/Nc1ccccc1C(=O)O	3.5	2.8	3.1	7.4	1.7	22.9	-9.0
Cc1[nH]c2ccc(C(=O)NCCCN3CCCCC3)cc2c1C	0.7	-0.4	-7.8	-3.5	-87.2	-2.4	-3.4
CC(C)NC(=O)N(C)C[C@H]1Oc2ccc(NC(=O)C3CC3)cc2CC(=O)N([C@@H](C)CO)C[C@H]1C	12.7	-1.3	-1.8	22.9	2.0	16.0	·
Cc1nc(-c2ccccc2)nc(-c2ccccc2)n1	4.2	·	-4.0	-1.6	-3.7	18.0	-1.7
CCOC(=O)C1=C(N)OC2=C(C(=O)CC(C)(C)C2)C1c1ccccc1OC (configuration not stated)	-12.4	3.1	·	1.6	3.0	·	10.2
Cc1cc(CN2CCC(n3nccc3NC(=O)c3ccccc3Cl)CC2)cc(C)c1O	-9.7	-0.8	-4.5	-0.2	-5.0	0.1	0.2
C[C@H]1CCCCO[C@H](CN(C)C(=O)Nc2ccccc2)[C@@H](C)CN([C@@H](C)CO)C(=O)c2cc(NS(C)(=O)=O)ccc2O1	4.5	-2.3	3.1	0.1	0.3	·	0.7
C[C@@H]1CN([C@H](C)CO)C(=O)c2cccc(NC(=O)C3CCOCC3)c2O[C@H]1CN(C)Cc1ccc(C(=O)Nc2ccccc2N)cc1	2.0	·	·	9.2	-0.2	·	·
O=C(Nc1ccc2oc(-c3ccccc3)nc2c1)c1ccc2c(c1)OCCO2	·	·	25.3	·	·	-7.7	0.0
O=C(C[C@@H]1CC[C@@H](NC(=O)NC2CCCCC2)[C@H](CO)O1)NCc1ccc(F)cc1	2.2	4.9	0.0	-5.2	-2.0	2.2	-1.4
CN(C)c1ncc([N+](=O)[O-])cc1C(F)(F)F	-13.3	-9.7	2.0	14.6	-1.1	-4.6	-5.9
CCCCCCNC(=O)CNC(=S)N(Cc1cccs1)C1CCCCC1	12.7	-3.9	-1.7	0.4	2.9	-3.7	-1.0
Cc1ccccc1-n1nc2c(c1NC(=O)C(C)(C)C)CS(=O)(=O)C2	0.0	-4.5	2.5	-0.7	·	-4.6	8.3
Cc1noc(C)c1NC(=O)N(C)C[C@H]1Oc2c(NS(=O)(=O)c3c(C)noc3C)cccc2C(=O)N([C@@H](C)CO)C[C@H]1C	-8.2	3.0	-3.3	0.3	-1.7	·	-1.2
CNC[C@H]1OCCCC[C@H](C)Oc2ccc(NC(=O)Nc3ccc(OC)cc3)cc2C(=O)N([C@H](C)CO)C[C@H]1C	-7.2	-2.7	2.4	27.3	1.2	-0.6	-8.5
CCOc1ccc(-c2csc3nc[nH]c(=O)c23)cc1	-39.1	-3.5	18.4	-0.6	-12.1	22.3	-4.2
COc1ccc(C2CC(c3cccs3)=NN2c2ccccc2)cc1 (configuration not stated)	-45.8	-2.7	·	-1.1	0.0	·	-5.0
CO[C@H]1CN(C)C(=O)c2ccc(NC(=O)Cc3ccccc3)cc2OC[C@@H](C)N(C(=O)c2ccccc2F)C[C@@H]1C	-7.1	1.5	-4.6	-24.2	·	12.5	5.3
CCN(CC)CCCNc1oc(-c2ccccc2[N+](=O)[O-])nc1C#N	-0.8	-0.9	·	4.7	-15.3	·	6.3

Looked up above:
`CN(C)c1ncc([N+](=O)[O-])cc1C(F)(F)F` in SIRT5 inh has -9.7
`CCN(CC)CCCNc1oc(-c2ccccc2[N+](=O)[O-])nc1C#N` in SIRT5 inh has -0.9

The listing picks up with the three entries that preceded the break.
SMILES	LGR2 inh	SIRT5 inh	esBAF inh	S100A4 inh HTS	CASP6 VEID inh	C2C12 statin	FN deposition inh
COc1ccc(C2CC(c3cccs3)=NN2c2ccccc2)cc1 (configuration not stated)	-45.8	-2.7	·	-1.1	0.0	·	-5.0
CO[C@H]1CN(C)C(=O)c2ccc(NC(=O)Cc3ccccc3)cc2OC[C@@H](C)N(C(=O)c2ccccc2F)C[C@@H]1C	-7.1	1.5	-4.6	-24.2	·	12.5	5.3
CCN(CC)CCCNc1oc(-c2ccccc2[N+](=O)[O-])nc1C#N	-0.8	-0.9	·	4.7	-15.3	·	6.3
C[C@@H]1CN([C@@H](C)CO)C(=O)Cc2cc(NC(=O)NC3CCCCC3)ccc2O[C@@H]1CN(C)Cc1ccc(C(=O)O)cc1	17.1	-2.6	-0.7	-3.7	2.7	-3.5	·
Cc1nc2ccccc2n1CC(=O)N/N=C/c1cccnc1	-13.9	-1.5	·	0.4	1.6	·	-8.1
CC1(C(=O)NS(=O)(=O)Cc2ccccc2C(F)(F)F)CCN1C(=O)Cc1ccsc1 (configuration not stated)	12.4	0.1	-2.3	1.3	-0.3	-11.6	-1.2
Cc1cccc(N2CCN(C(=O)c3ccc(N4CCCC4=O)cc3)CC2C)c1 (configuration not stated)	·	·	-3.8	·	·	-12.9	-1.4
COCC#Cc1ccc2c(c1)O[C@@H](CN(C)C)[C@@H](C)CN([C@@H](C)CO)S2(=O)=O	-5.3	-14.7	-1.8	15.0	-3.2	-10.5	-0.3
O=C(c1ccc(Cl)cc1)c1cc(-c2ccccn2)c(N2CCOCC2)s1	·	·	-5.7	·	·	2.7	-6.9
CCOC(=O)c1ccc(NC(=S)N2CCN(CCN=CC3=C(O)CC(c4ccccc4)CC3=O)CC2)cc1 (configuration not stated)	9.9	-1.4	·	-2.5	-1.6	·	19.0
COc1ccc(S(=O)(=O)N(C)C[C@@H]2Oc3c(NC(=O)Nc4ccccc4)cccc3C(=O)N([C@H](C)CO)C[C@H]2C)cc1	9.0	·	8.5	·	·	4.2	·
CN(c1ccc(Cl)cc1)c1cc2c(c3c1ccn3C)C1CCC2C1 (configuration not stated)	-0.7	-3.8	2.8	-3.1	-0.9	2.7	1.1
COCCN1C=C(C(=O)OC)C(c2ccccc2Cl)C(C(=O)OC)=C1	3.9	-5.0	-2.8	-1.0	·	-4.6	·
COc1ccc(NS(=O)(=O)c2cccc(C(=O)NCCCn3ccnc3)c2)cc1	9.1	-0.6	·	-4.3	-2.0	-7.4	-3.5
O=c1[nH]c(=O)c2cc([N+](=O)[O-])cc([N+](=O)[O-])c2[nH]1	46.1	·	·	-1.1	4.4	·	·
COC(=O)C1C/C(=N\NS(=O)(=O)c2ccc(C)cc2)c2ccsc2C1 (configuration not stated)	37.4	·	-4.3	·	·	3.0	5.1
CCCCN(C(=O)c1cccc(-n2cnnn2)c1)c1c(N)n(CCCC)c(=O)[nH]c1=O	-0.3	·	-0.7	-1.7	-1.8	-7.4	-7.5
Cc1ccc(NC(=O)CSc2nc(=O)n3cc(C)ccc3n2)c(C)c1	-10.6	-1.2	-1.4	-6.6	0.6	5.8	3.0
C[C@@H](C(=O)NCCc1ccccc1F)N1C(=O)N2CCc3c([nH]c4ccccc34)[C@@]2(C)C1=O	-2.0	·	16.7	0.7	2.1	-5.4	·
C[C@@H]1CN([C@@H](C)CO)C(=O)c2cc(NC(=O)CCC(F)(F)F)ccc2O[C@@H](C)CCCCO[C@H]1CN(C)Cc1ccc2c(c1)OCO2	-8.6	-5.5	0.8	-66.8	3.2	·	·
COc1cccc(-c2noc(C3CCCN(C(=O)c4ccc(F)cc4)C3)n2)c1 (configuration not stated)	-23.2	0.2	5.6	0.3	0.5	15.1	0.2
C[C@H](CO)N1C[C@H](C)[C@@H](CN(C)S(=O)(=O)c2ccc3ccccc3c2)OCc2cnnn2CCCC1=O	11.8&4.6	21.3*!	-3.6&-1.0&2.1	-2.5&-2.7&-21.6	-0.5&0.4&1.8	-7.9&-0.1&-4.8	11.1&-11.0
Cc1ccc(S(=O)(=O)c2nc(Nc3ccccc3)sc2Cl)cc1	-2.0	0.8	-5.4	-3.0	0.8	-4.1	6.3
CCCCCCC(C)n1cc(C(C)=O)c(=O)[nH]c1=O (configuration not stated)	·	·	-2.7	·	·	0.4	3.8
COC1=Nc2ccccc2N2CCN=C12	13.8	·	·	-1.2	-0.8	·	8.0
CC(C)(C)SCCNC(=O)c1ccc(CN2CCc3ccccc3C2)cc1	-29.7	-2.4	26.7	1.8	-0.8	3.3	5.4
COc1cc2c(cc1NC(=O)c1ccc(C(C)(C)C)cc1)CCCC2	·	·	7.4	·	·	-22.3	13.2
Cc1ncnc(N)c1CCCNc1ccccc1	13.4	·	·	3.7	-2.9	·	·
Continued:
SMILES	LGR2 inh	SIRT5 inh	esBAF inh	S100A4 inh HTS	CASP6 VEID inh	C2C12 statin	FN deposition inh
Cc1cccc(NC(=O)c2cccc(S(=O)(=O)NCc3ccccc3)c2)n1	6.8	-0.1	-1.1	-3.4	0.9	11.6	-1.0
O=S(=O)(c1ccccc1C(F)(F)F)N1C=CC(C(F)(F)F)=NCC1	9.1	-2.4	·	-10.4	-3.1	·	-0.1
CC(C)NC(=O)N1C[C@H]2[C@@H](c3ccccc31)[C@H](CO)N2C(=O)Nc1ccccc1	-1.4	·	-3.5	·	·	-13.5	·
O=C1NC(=Nc2ccccc2)CS1	-3.1	-4.8	·	3.7	0.5	·	-1.5
O=S(=O)(c1cc(Cl)sc1Cl)N1CCCC1	-3.7	0.4	·	-10.3	0.8	·	2.3
CCCCOc1ccc(-c2cn3ccccc3n2)cc1[N+](=O)[O-]	-164.1	·	·	1.7	0.2	·	-6.1
N#Cc1c(CSCC(=O)O)cc(=O)n2c1[nH]c1ccccc12	5.8	-1.9	·	-8.8	8.7	·	9.0
Cc1ccc(C)c(NC(=S)c2ccc3ccccc3n2)c1	-77.5	-6.3	75.6*	-0.6	-2.2	-12.1	9.0
COc1ccc(C2=NN(CN3C(=O)C(=O)c4ccccc43)C(c3ccc(OC)cc3)C2)cc1 (configuration not stated)	-65.2	-1.5	·	7.1	-1.2	·	-10.3
CCCC(=O)N1CCC2(CC1)CN(C(=O)CC)[C@H](CO)c1c2c2ccc(OC)cc2n1C	-9.3	2.7	·	16.6	4.8	·	·
COC(=O)/C(C#N)=C\c1c(OC)[nH]c2ccccc12	5.7	-3.6	·	-3.2	2.3	·	-0.8
O=C(CSc1nnc2ccccn12)Nc1ccccc1Cl	-8.6	7.4	16.9	-6.7	0.2	-2.6	4.8
COc1cccc(C#Cc2ccc([C@@H]3[C@@H](CO)N4C(=O)CN(S(=O)(=O)c5ccccc5C)C[C@H]34)cc2)c1	12.0	-4.8	·	2.6	5.2	·	·
O=C(NCc1cccnc1)/C(=C\c1ccc(-c2ccc(Br)cc2)o1)S(=O)(=O)c1ccccc1	102.1*	-4.4	·	0.8	1.0	·	7.8
COC(=O)c1sccc1NC(=O)Nc1ccccc1OC	9.1	1.3	·	-1.7	1.8	·	4.7
CCCCc1nc(SCC(=O)Nc2cc(C)on2)n[nH]1	9.2	-1.0	-2.7	0.1	1.1	11.4	·
CN(C)CCCN(C(=O)c1ccc(C(=O)c2ccccc2)cc1)c1nc2c(F)cccc2s1	4.2	-6.7	1.9	-0.4	-1.0	10.0	-3.3

Compound activity from PubChem.

The list is partial (hit frequency here may not be typical).
